Screening results deposited in PubChem by National Center for Advancing Translational Sciences (NCATS).
PTHR1 agonist – PTHR1 (human) receptor agonism; HEK293 GP2 PTHR1 cells, GloSensor cAMP luminescence, 1 h; Potency, µM (highest dose often 115 µM), for inactives: top-dose activation, most hits filed as activators; hit rate 0.075% among 410,000; further: nearly all actives have a fitted effect of over 55% in size; some results filed as inactive show a strong effect at the top dose; inactives centre near -15; many of its hits are not listed in these tables
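HEK-293-derived GP2 cells expressing PTHR1 and a GloSensor cAMP reporter, 3,000/well, plated overnight, given luciferin plus IBMX (each 0.5 mM as added) for 1 h at 37 °C, then compound for 1 h at 37 °C. Luminescence was read after 15 min at room temperature.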
TDP-43 yeast inh – TDP-43 toxicity inhibition in yeast. TDP-43 expressing yeast growth rescue, BacTiter-Glo, 24 h. Potency, µM (top dose mostly 46.1 µM), for inactives: at the top dose growth rescue (activation), most hits filed as activators. hit rate 1.8% among 410,000; further: % of control where 0% means no effect; nearly all actives have a fitted effect of over 50% in size
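Growth rescue of TDP-43-toxic yeast measured as ATP luminescence (BacTiter-Glo). Cells grown to mid-log in raffinose, induced in galactose at OD600=0.02, exposed to compound 24 hr at 30 deg C.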
aSyn yeast inh – alpha-synuclein toxicity inhibition in yeast; AID 652106; hit rate 0.14% among 370,000; Yeast expressing alpha-synuclein, growth rescue, BacTiter-Glo, 24 h; Potency, µM (series often up to 46.1 µM), for inactives: at the top dose growth rescue (activation), usual class: activators; further: % of control where 0% means no effect; nearly all actives have a fitted effect of over 65% in size
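Readout is rescue of growth in alpha-synuclein-expressing yeast, so inhibitors of toxicity appear as activators. Growth after 24 hr at 30 deg C in galactose medium is quantified by luminescence.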
EPAC2 antagonist – blocks human EPAC2 exchange factor. Q8WZA2. hit rate 0.18% among 360,000. Potency, µM (highest dose often 114 µM), inactives show top-dose activity, negative = inhibition, hits mostly inhibitors. EPAC2 GEF exchange of Rap1B-BODIPY-GDP, fluorescence; further: on the % scale 0 is the no-effect control and ±100 the full control effect; nearly all actives have a fitted effect of over 45% in size; many of its hits are not listed in these tables
EPAC1 antag – antagonists of human EPAC1 | hit rate 0.14% among 360,000 | EPAC1 GEF assay, Rap1b-BODIPY-GDP exchange fluorescence | AID 720709 | Potency, µM (titrated, usually from 115 µM), inactives show at the highest dose activity change, negative = inhibition, hits mostly inhibitors;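 further: plate controls were vehicle for no effect and positive control for full effect; nearly all actives have a fitted effect of over 50% in size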
Target sequence (O95398 whole entry, looked up): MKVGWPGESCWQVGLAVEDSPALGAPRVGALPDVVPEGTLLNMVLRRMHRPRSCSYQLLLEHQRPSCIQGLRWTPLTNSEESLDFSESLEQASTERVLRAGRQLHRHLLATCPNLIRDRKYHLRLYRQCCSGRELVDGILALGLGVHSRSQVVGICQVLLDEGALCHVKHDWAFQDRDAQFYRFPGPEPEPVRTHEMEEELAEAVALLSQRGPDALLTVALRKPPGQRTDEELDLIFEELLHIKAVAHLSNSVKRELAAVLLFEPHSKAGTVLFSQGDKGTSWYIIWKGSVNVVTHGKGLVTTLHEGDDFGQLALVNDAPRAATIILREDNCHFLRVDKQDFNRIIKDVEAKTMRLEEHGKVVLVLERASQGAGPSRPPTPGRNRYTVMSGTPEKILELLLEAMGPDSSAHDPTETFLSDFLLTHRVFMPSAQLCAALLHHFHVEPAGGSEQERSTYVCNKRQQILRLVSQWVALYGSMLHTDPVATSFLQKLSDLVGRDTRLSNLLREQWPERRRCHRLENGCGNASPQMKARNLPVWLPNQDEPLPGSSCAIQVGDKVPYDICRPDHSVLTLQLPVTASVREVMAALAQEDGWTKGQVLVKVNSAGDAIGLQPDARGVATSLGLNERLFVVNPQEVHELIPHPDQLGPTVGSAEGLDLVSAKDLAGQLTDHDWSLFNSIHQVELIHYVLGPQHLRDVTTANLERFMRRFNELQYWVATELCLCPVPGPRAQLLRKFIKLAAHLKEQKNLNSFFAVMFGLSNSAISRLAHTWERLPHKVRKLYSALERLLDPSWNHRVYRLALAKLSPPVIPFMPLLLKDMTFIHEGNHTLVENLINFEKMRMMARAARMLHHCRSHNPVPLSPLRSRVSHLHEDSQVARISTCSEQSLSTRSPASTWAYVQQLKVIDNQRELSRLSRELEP
FUS suppressor – suppressors of FUS proteinopathy in yeast | Potency, µM (highest dose often 76.6 µM), inactives show at the top dose growth rescue (activation), hits mostly activators | S. cerevisiae FUS-expressing, growth rescue, OD600, 24 h | hit rate 0.24% among 390,000;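 further: plate controls were DMSO vehicle for no effect and reference control for full effect; nearly all actives have a fitted effect of over 55% in size; some results filed as inactive show a strong effect at the top dose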
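Compound concentration series was pinned onto galactose-induced FUS-expressing yeast seeded at OD 0.005. Plates sat 24hr at 30C; absorbance at 600 nm gave growth. DMSO served as background control.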
EPAC1 ag – EPAC1 (human) agonism; O95398; EPAC1 agonist qHTS, biochemical assay; response scale: 100% = response to 6.5 mM cAMP; Potency, µM (doses to about 154 µM), inactives show top-dose activation, usual class: activators; hit rate 0.073% among 360,000; AID 720707; further: nearly all actives have a fitted effect of over 60% in size
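Fluorescent GDP-exchange assay: 100 nM EPAC1 with 250 nM Rap1B preloaded with BODIPY-GDP and 50 uM GDP; compounds tested as concentration series, 5 min at room temperature, then read every 5 min for 30 min (ex 480/em 540 nm); normalized to 6.5 mM cAMP.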
EPAC2 agonist – EPAC2 (human) agonism; EPAC2 activation, biochemical qHTS; response scale: 100% = 6.5 mM cAMP response; Potency, µM (highest dose often 154 µM), inactives show top-dose activation, usual class: activators; Q8WZA2; AID 720711; hit rate 0.079% among 360,000; further: nearly all actives have a fitted effect of over 50% in size
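EPAC2 (100 nM) mixed with Rap1B loaded with BODIPY-GDP (250 nM) plus 50 uM unlabeled GDP; compounds pinned in, 5 min RT, then read every 5 min for 30 min (ex 480, em 540 nm). Normalized to cAMP control.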
* hit, by the source's call; i = inactive; ? = inconclusive; · = no result given; [ ] = another dose, or the depositor's remark. The call rests on the fitted dose curve; in most records, active means well fitted curve in the direction sought with a large enough effect; inconclusive means small, poorly fitted or top-dose-only effect, or another doubt; inactive means no such curve, though single readings can be large; an effect the other way counts as inactive or inconclusive. Potency means the concentration at half of the fitted maximal effect. These rows are one share of the data, so the mix of outcomes need not match the whole.

SMILES	PTHR1 agonist	TDP-43 yeast inh	aSyn yeast inh	EPAC2 antagonist	EPAC1 antag	FUS suppressor	EPAC1 ag	EPAC2 agonist
O=C1CCCC2=C1C(c1cccc(O)c1)C1=C(N2)c2ccccc2C1=O (stereo not drawn)	i	·	-4%	-4%	-18%	9%	3%	5%
CC(C)N1CCC(N2CCN(Cc3ccc(Oc4ncccn4)cc3)CC2CCO)CC1 (stereo not drawn)	i	-4%	1%	7%	2%	3%	0%	1%
O=c1[nH]c(SCc2cccc([N+](=O)[O-])c2)nc2[nH]ncc12	-16%	12%	0%	-15%[57.1 µM]	-24%	-14%	8%	10%
CC1CCC(NC(=O)C2CCN(c3nc4ccccc4s3)CC2)CC1 (stereo not drawn)	-39%[inhibitor]	0%	2%	4%	-19%	13%	-1%	9%
CCOC(=O)c1sc(NC(=O)c2ccco2)nc1C	-42%[inhibitor]	-15%	-17%	2%	-12%	·	11%	9%
c1ccc(Cc2noc(CN3CCCC(CN4CCOCC4)C3)n2)cc1 (stereo not drawn)	i	-1%	-1%	-7%	-11%	-1%	8%	2%
COC(=O)c1cc(S(=O)(=O)NCc2cc(OC)c(OC)c(OC)c2)cn1C	-2%	7%	-5%	6%	-11%	0%	5%	2%
CC1CCCN(C(=O)C(C)Sc2nc(-c3ccccc3)cc(C(F)(F)F)n2)C1 (stereo not drawn)	-19%[57.5 µM]	2%	7%	-20%	-6%	21%	20%	4%
COc1ccccc1N1CCN(C(=O)CCCCn2c(=O)[nH]c3ccsc3c2=O)CC1	i	8%	0%	-2%	-2%	6%	7%	6%
O=C(NCC(c1ccco1)N1CCCCC1)c1cnc(Cl)c(Cl)c1 (stereo not drawn)	-12%	-8%	1%	-6%	-12%	·	-4%	8%
CCCCN1C(=O)c2ccc(C(=O)Nc3ccccc3N3CCOCC3)cc2C1=O	-28%	?	-3%	-1%	-2%	7%	4%	11%
CN(c1ccccc1)P(=O)(N(C)c1ccccc1)N(C)c1ccccc1	?	1%	-3%	3%	-5%	24%	18%	10%
CCOC(=O)C1CCCN(C(=O)C2CCN(S(=O)(=O)CC)CC2)C1 (stereo not drawn)	i	1%	0%	2%	-3%	-6%	-1%	4%
O=C(NNC(=S)Nc1ccccc1Cl)C1CC1	i	13%	3%	1%	-10%	-9%	9%	2%
O=C(Nc1ccc(Cl)cc1)C(c1ccccc1)N(CCO)CCO (stereo not drawn)	i	22%	8%	3%	-22%	6%	0%	-2%
Cc1ccc(NC2(C(N)=O)CCCC2)cc1	i	-6%	-7%	3%	23%	-21%	10%	5%
Cn1cc(CC(=O)NCCCN2CCOCC2)c2ccccc21	?	0%	0%	2%	1%	-14%	13%	9%
COc1ccc(F)cc1S(=O)(=O)NCCCn1ccnc1	-8%	-13%[1.82 µM]	5%	7%	-10%	12%	-12%	-1%
Fc1ccc(Nc2nc(-c3ccncc3)nc3ccccc23)cc1F	-23%	-18%[0.397 µM]	19%	·	·	15%	·	·
N#CC1(NC(=O)Cn2cc(C(F)(F)F)ccc2=O)CCCC1	i	15%	-1%	10%	-11%	·	1%	22%
COCCNC(=O)c1c(N)n(CCC2=CCCCC2)c2nc3ccccc3nc12	-45%[inhibitor]	?	-52%[inhibitor]	-14%	-19%	40µM*	14%	-5%
CCOc1ccc(S(=O)(=O)N2CCNC(=O)C2)cc1	1%	12%	-5%[1.84 µM]	1%	-13%	-2%	-13%	3%
Cc1occc1C(=O)Nc1ccc(S(N)(=O)=O)cc1	-8%	-1%	?	0%	-14%	7%	-2%	2%
CC(NC(=O)c1ccc2c(c1)OCO2)c1ccccc1 (stereo not drawn)	i	-9%	0%	2%	2%	12%	0%	1%
COCCNC(=O)[C@@H]1CSC2c3ccccc3C(=O)N21 (stereo partly drawn)	i	8%	-5%	3%	-14%	11%	2%	15%

Four compounds already listed, sorted by the number in PTHR1 agonist, falling:
Molecule | PTHR1 agonist | EPAC2 antagonist | EPAC1 antag
COC(=O)c1cc(S(=O)(=O)NCc2cc(OC)c(OC)c(OC)c2)cn1C | -2% | 6% | -11%
COc1ccc(F)cc1S(=O)(=O)NCCCn1ccnc1 | -8% | 7% | -10%
O=c1[nH]c(SCc2cccc([N+](=O)[O-])c2)nc2[nH]ncc12 | -16% | -15%[57.1 µM] | -24%
CCCCN1C(=O)c2ccc(C(=O)Nc3ccccc3N3CCOCC3)cc2C1=O | -28% | -1% | -2%

Arranged by formula weight (lowest first): 3 of the compounds above.
SMILES	PTHR1 agonist	TDP-43 yeast inh	aSyn yeast inh	EPAC2 antagonist	EPAC1 antag	FUS suppressor	EPAC1 ag	EPAC2 agonist
COCCNC(=O)[C@@H]1CSC2c3ccccc3C(=O)N21 (stereo partly drawn)	i	8%	-5%	3%	-14%	11%	2%	15%
COCCNC(=O)c1c(N)n(CCC2=CCCCC2)c2nc3ccccc3nc12	-45%[inhibitor]	?	-52%[inhibitor]	-14%	-19%	40µM*	14%	-5%
COC(=O)c1cc(S(=O)(=O)NCc2cc(OC)c(OC)c(OC)c2)cn1C	-2%	7%	-5%	6%	-11%	0%	5%	2%

Following part.
SMILES	PTHR1 agonist	TDP-43 yeast inh	aSyn yeast inh	EPAC2 antagonist	EPAC1 antag	FUS suppressor	EPAC1 ag	EPAC2 agonist
CCOC(=O)N1CCN(C(=O)c2ccc3nc(N4CCCCC4)sc3c2)CC1	-13%[57.5 µM]	11%	0%	-13%	3%	2%	5%	-7%
ONC(=NCc1ccccc1)c1ccccc1	i	17%	-2%	8%	-4%	·	-4%	-2%
N/C(=N\OC(=O)CCCOc1ccc(Cl)cc1Cl)c1ccccn1	i	14µM*	2%	-2%	-12%	20%	9%	3%
Cc1ccc(-c2csc(C(O)c3ccc(F)c(F)c3)n2)cc1C (stereo not drawn)	i	-58%[inhibitor]	-66%[inhibitor]	-24%	-21%	20%	0%	-1%
C=CCN1C(=O)C(CCCC)NC1=S (stereo not drawn)	i	-5%	-7%	-18%	-19%	-1%	-5%	6%
Cc1noc(C)c1CC(=O)N1CCCC(C(=O)c2ccc(C(C)(C)C)cc2)C1 (stereo not drawn)	-22%	-18%	0%	6%[57.1 µM]	-14%	14%	-14%	-15%
O=C(CC1C(=O)NCCN1C(=O)c1ccc([N+](=O)[O-])cc1)Nc1cccc(Cl)c1 (stereo not drawn)	27%	11%	-2%	4%	14%	12%	-3%	6%
CN(CCC1CCCCO1)Cc1cn(C)nc1-c1ccc2c(c1)OCCO2 (stereo not drawn)	i	13%	-5%	4%	-27%	-17%	6%	0%
O=C(C[C@H]1C[C@H](C(=O)N2CCOCC2)[C@@]2(CCC3CCCC3)c3[nH]c4ccc(Cl)cc4c3CCN2C1=O)NCC12CC3CC(CC(C3)C1)C2	-17%	4%	4%	5%	8%	-20%	-4%	-6%
CCOc1ccccc1N1CCN(Cc2ccc(OC)c(OC)c2)CC1	11%[57.5 µM]	?	-3%	18%[57.1 µM]	-5%	15%	-3%	-1%
COc1ccc(/C=N/N2CCOCC2)cc1COc1ccc(Cl)cc1	-19%	16µM*	3%	-24%	-21%	·	17%	26%
O=C(CSc1ncccn1)Nc1ccccc1	i	-20%	1%	9%	7%	37%	2%	2%
CCc1nnc(NC(=O)[C@@H](NC(=O)c2cccc(C)c2)C(C)C)s1	0%	-9%	3%	-7%	5%	·	-2%	7%
CC[C@]1(C(=O)OC)[C@H]2C(=O)N(C)C(=O)[C@H]2[C@H]2CN=C(SCc3ccc(OC)cc3)N21	?	-11%	1%	10%	?	-20%	-29%	4%
Cc1ccc(CCN2CC(C(=O)NCCCN3CCCCC3)CC2=O)cc1 (stereo not drawn)	10%	2%	1%	10%	-13%	-14%	15%	7%
CCCCCCn1cc(CN2CC(N(C)C)CS2(=O)=O)nn1 (stereo not drawn)	-16%	0%	1%	6%	15%	-20%	1%	-7%
Cc1cc(C(F)(F)F)n2ncc(C(=O)O)c2n1	27%	-8%	5%	2%	-11%	-19%	4%	6%
Brc1ccc2ncnc(Nc3cccc4ccccc34)c2c1	-34%	?	0%	-6%	-2%	8%	22%	10%
COc1cc(C=NNc2ccccc2)ccc1OC(=O)c1ccccc1	i	28%	20%	3%	5%	36%	-6%	8%
CC(=O)Nc1cccc(NC(=O)CSc2nc(=O)n(Cc3ccccn3)c3c2CCC3)c1	-12%	-28%	1%	-3%	-9%	1%	3%	7%
CSc1sc(-c2ccnc(SCC(=O)C(C)(C)C)n2)c2c1C(=O)CC(C)(C)C2	i	0%	-1%	-11%	-8%	-1%	7%	-4%
Cc1c(C(=O)NN)nn(-c2ccc(F)cc2)c(=O)c1C#N	-22%	-6%	1%	0%	-23%	41%	-1%	-5%
Cc1noc(C)c1S(=O)(=O)N1CCC(C(=O)Nc2ccccn2)CC1	-9%	18%	-1%	2%	-1%	4%	-4%	-8%
Brc1cccc(-c2nnc3sc(CNC4CCCC4)cn23)c1	i	0%	2%	6%	-19%	-25%	0%	6%
Cc1nc2sc3c(c2c(=O)o1)CCCC3	i	10%	-8%	2%	-14%	6%	2%	4%

Only aSyn yeast inh, for some of the entries so far:
Structure	aSyn yeast inh
Cc1nc2sc3c(c2c(=O)o1)CCCC3	-8%
CCOC(=O)N1CCN(C(=O)c2ccc3nc(N4CCCCC4)sc3c2)CC1	0%
Brc1ccc2ncnc(Nc3cccc4ccccc34)c2c1	0%
